Source: PubChem (The Scripps Research Institute Molecular Screening Center)
CHO-K1 Ca ag: counter-screen for M1 agonists: effect in parental CHO-K1 cells. Fluo-8 calcium fluorescence; scaled to maximal ATP response, vehicle zero. activation, % at 3 µM. 360,000 tested, 0.48% active. AID 602248; in the data active = activation above about 15%;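 also: untransfected CHO-K1 host cells lacking M1 receptor as counterscreen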
CHRM4 antagonist: antagonists of human muscarinic M4 receptor (CHRM4) | 360,000 tested, 0.73% active | inhibition, % at 3 µM | P08173 | AID 624125 | CHO-hM4 cells, ACh EC80, Fluo-8 calcium fluorescence;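 active = inhibition above its plate's cutoff, the mean inhibition of sample wells plus 3 SD, cut at about 27% in these data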;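 also: 0% = acetylcholine EC80 with DMSO and 100% = DMSO without agonist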
Target sequence (P08173 whole entry, looked up): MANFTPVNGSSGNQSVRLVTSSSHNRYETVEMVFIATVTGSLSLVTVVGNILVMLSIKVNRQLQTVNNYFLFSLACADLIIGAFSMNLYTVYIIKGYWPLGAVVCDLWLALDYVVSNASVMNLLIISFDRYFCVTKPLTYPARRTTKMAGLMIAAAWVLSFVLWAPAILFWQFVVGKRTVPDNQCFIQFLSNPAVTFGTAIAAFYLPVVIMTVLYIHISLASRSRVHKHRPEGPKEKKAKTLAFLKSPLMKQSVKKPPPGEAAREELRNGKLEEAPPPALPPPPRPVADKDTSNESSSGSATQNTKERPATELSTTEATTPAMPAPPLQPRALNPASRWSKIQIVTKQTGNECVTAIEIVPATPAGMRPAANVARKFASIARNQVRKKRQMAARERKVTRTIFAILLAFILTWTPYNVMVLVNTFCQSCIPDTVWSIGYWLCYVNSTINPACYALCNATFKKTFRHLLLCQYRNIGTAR
M1 PAM parental: counter-screen for M1 PAMs: effect in parental CHO-K1 cells; 360,000 tested, 0.02% active; ATP EC20, Fluo-8 calcium fluorescence; 0% at ATP EC20, 100% at ATP max; activation, % at 3 µM; AID 602247;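 active = activation above the run cutoff, the mean activation of all test compounds plus 3 SD, cut at about 40% in these data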;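 also: peak over basal fluorescence ratio in a 140 s read after ATP addition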
CHRM5 PAM: potentiates acetylcholine response at human M5 receptor; activation, % at 3 µM; 360,000 tested, 0.3% active; CHO-K1 hM5, Fluo-8 calcium, ACh EC20 PAM; 0% = ACh EC20, 100% = ACh EC100; P08912;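 active = activation above the run cutoff, the mean activation of all test compounds plus 3 SD, cut at about 18% in these data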
Target sequence (P08912 whole entry, looked up): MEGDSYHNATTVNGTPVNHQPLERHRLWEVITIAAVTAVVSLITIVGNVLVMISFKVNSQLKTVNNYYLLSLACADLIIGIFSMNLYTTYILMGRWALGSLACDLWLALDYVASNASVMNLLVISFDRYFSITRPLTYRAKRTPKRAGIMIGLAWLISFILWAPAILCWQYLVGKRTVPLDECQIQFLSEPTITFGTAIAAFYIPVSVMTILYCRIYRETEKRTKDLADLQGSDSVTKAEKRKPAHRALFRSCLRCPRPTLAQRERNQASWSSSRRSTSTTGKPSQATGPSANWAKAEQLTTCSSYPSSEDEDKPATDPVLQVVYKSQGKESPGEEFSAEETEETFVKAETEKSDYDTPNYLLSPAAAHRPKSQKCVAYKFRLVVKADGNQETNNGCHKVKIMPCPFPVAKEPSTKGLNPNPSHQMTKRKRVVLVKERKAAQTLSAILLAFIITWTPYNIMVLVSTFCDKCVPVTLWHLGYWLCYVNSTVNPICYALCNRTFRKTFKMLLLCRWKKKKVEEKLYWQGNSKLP
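Assay system: CHO-K1 hM5 cells / Incubation: Fluo-8 loading 80 min at 37 °C plus 30 min room temperature / Technique: Fluo-8 calcium dye fluorescence, kinetic read / Repeats: single replicate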
CHRM4 agonist: agonists of human muscarinic M4 receptor (CHRM4); P08173; CHO-K1 hM4/Gqi5, Fluo-8 calcium fluorescence; vehicle 0%, full acetylcholine response 100%; activation, % at 3 µM; 360,000 tested, 0.14% active; AID 624127;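 active = activation above the run mean over all test wells plus 3 SD, cut at about 32% in these data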;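 also: peak over basal fluorescence ratio per well then scaled between controls; 0% = DMSO wells and 100% = acetylcholine at EC100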
M5 antag: CHRM5 antagonism in calcium assay; P08912; CHO-hM5 cells, Fluo-8 calcium fluorescence, ACh EC80; inhibition, % at 3 µM; 360,000 tested, 0.59% active; AID 624040;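 active = inhibition above a per-plate cutoff, the mean of that plate's test compounds plus 3 SD, cut at about 27% in these data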;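 also: 0% = acetylcholine EC80 with DMSO and 100% = DMSO without agonist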
CHRM4 PAM: positive allosteric modulators of human muscarinic M4 receptor; P08173; CHO-K1 hM4/Gqi5, Fluo-8 calcium fluorescence, ACh EC20; 0% = ACh EC20, 100% = maximal ACh; activation, % at 3 µM; 360,000 tested, 0.4% active; AID 624126;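 active = activation above its plate's cutoff, the mean activation of sample wells plus 3 SD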; also: some results filed as inactive read as strong as hits
M5 ag: CHRM5 agonism in calcium assay; CHO-K1 hM5 cells, Fluo-8 calcium fluorescence; 0% DMSO wells, 100% maximal acetylcholine response; activation, % at 3 µM; 360,000 tested, 0.19% active;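 active = activation above the run's mean over test compounds plus 3 SD, cut at about 23% in these data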;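 also: signal is peak over basal fluorescence ratio across the kinetic read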
CHO-K1 Ca antag: counter-screen for M1 antagonists: effect in parental CHO-K1 cells | ATP-induced calcium, Fluo-8 fluorescence | inhibition, % at 3 µM | 360,000 tested, 0.6% active | AID 602250;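 active = inhibition above a per-plate cutoff, the plate's mean sample inhibition plus 3 SD, cut at about 24% in these data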;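 also: 0% = DMSO plus EC80 ATP and 100% = DMSO alone without ATP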
* hit, by the source's call; . = no result given.

SMILES	CHO-K1 Ca ag	CHRM4 antagonist	M1 PAM parental	CHRM5 PAM	CHRM4 agonist	M5 antag	CHRM4 PAM	M5 ag	CHO-K1 Ca antag
CCN(CC)c1ccc(/C=N/NC(=O)c2ccco2)c(O)c1	3.4	13	13	0	4	7	7	-4	-7
C[C@H](NC(=O)c1nc[nH]c1C(=O)N[C@@H](CCCCNC(=O)OC(C)(C)C)C(=O)OC(C)(C)C)C(=O)OC(C)(C)C	0.2	0	9	-13	10	16	-5	-1	-9
CC(=O)N(CN1C(=O)c2ccc([N+](=O)[O-])cc2C1=O)c1ccc(F)cc1	0.6	8	-3	-6	-1	-4	-6	-3	-19
COc1cccc(N=C2SC(C(=O)Nc3ccccc3F)CC(=O)N2C)c1 (centres undefined)	0.3	3	-10	-11	3	7	0	0	7
CCCOc1ccccc1C(=O)NC(CO)C(=O)O (centres undefined)	-0.5	14	2	2	1	0	17	3	-2
Cn1cc(C(CC(=O)O)C(=O)O)c2ccccc21 (centres undefined)	0.5	1	23	-1	0	-4	4	-3	-16
CC(C)N1CCN(S(=O)(=O)c2ccc3ccccc3c2)CC1	0.1	10	16	3	1	1	-2	-2	-6
Cc1ccc(S(=O)(=O)N2CCCC(N3CCOCC3)C2)cc1Cl (centres undefined)	1.4	9	0	0	1	15	-4	-2	-12
CCOc1ccc(S(=O)(=O)Nc2ccc(C(=O)N3CCCC3)cc2)cc1C(N)=O	-0.5	-12	-15	1	-1	-9	-6	-5	-9
COc1cccc(-c2nc(CS(=O)(=O)CC(=O)NCc3ccccc3)c(C)o2)c1	0.6	2	16	7	4	-8	3	1	3
COC(=O)c1ccc(CNC(=O)Cn2cnc3c(SC)nc(N)nc32)cc1	1.3	-13	-4	-3	3	3	1	1	-11
Nc1ccc(C(=O)Nc2ccc(NC(=O)c3ccco3)c(O)c2)cc1	1.1	-18	17	-4	3	-1	0	-1	-9
CCC(C(=O)NC1CCCC1)n1c2ccccc2c2nc(=O)cc(C)n21 (centres undefined)	0.6	13	-6	1	0	13	-3	-2	-6
O=C(NCC1CCCO1)c1ccc(CS(=O)(=O)c2ccc(Br)cc2)o1 (centres undefined)	0.6	-30	1	6	1	-7	12	1	4
CCn1c(=O)c2cc(C(=O)Nc3cc(C)on3)sc2c2ccccc21	-0.2	-5	15	4	1	0	5	3	5
COc1ccc([N+](=O)[O-])cc1NC(=O)CCN1CCN(C)CC1	4.0	12	-8	-16	13	20	-2	2	6
CCN(CC)S(=O)(=O)c1ccc(Cl)c(C(=O)OCC(=O)c2c(N)n(C)c(=O)n(C)c2=O)c1	8.0	-3	8	-8	13	-1	-29	-1	-11
CC1Cc2nc(SCC(=O)N3CCOCC3)n(C)c(=O)c2S1 (centres undefined)	1.3	4	16	-2	0	7	1	-1	-6
COc1ccc(-c2csc3ncnc(Oc4cccc5ccc(C)nc45)c23)cc1	1.0	16	14	-6	-1	4	-4	-6	-5
O=C1CN(C(=O)COC(=O)C2CCN(S(=O)(=O)c3ccccc3C(F)(F)F)CC2)c2ccccc2N1	3.6	8	12	-4	5	2	2	0	-1
Cc1ccc(NC(=O)Cn2cnc3cc([N+](=O)[O-])ccc3c2=O)c(Cl)c1	1.7	-14	8	-2	0	9	-7	-2	-14
Cc1ccc(C)c(NC(=O)NNC(=O)c2ccc3ccccc3c2O)c1	0.6	-14	13	2	0	-6	13	0	-7
Cc1ccc(C(NC(=O)C2CCCCC2)c2c(O)ccc3ccccc23)cc1 (centres undefined)	0.7	0	17	-8	2	0	-12	-2	-12
CC(CNC(=O)c1cc(COc2c(F)cccc2F)on1)Oc1cccnc1 (centres undefined)	8.4	-18	7	-4	10	-6	-11	5	-21
CCc1ccn2cc(-c3ccc4c(c3)OCO4)nc2c1	0.2	-11	16	-4	0	11	0	-7	-13

Reprinted at random: two records from the list
SMILES	CHO-K1 Ca ag	CHRM4 antagonist	M1 PAM parental	CHRM5 PAM	CHRM4 agonist	M5 antag	CHRM4 PAM	M5 ag	CHO-K1 Ca antag
CCn1c(=O)c2cc(C(=O)Nc3cc(C)on3)sc2c2ccccc21	-0.2	-5	15	4	1	0	5	3	5
COC(=O)c1ccc(CNC(=O)Cn2cnc3c(SC)nc(N)nc32)cc1	1.3	-13	-4	-3	3	3	1	1	-11

(further entries)
SMILES	CHO-K1 Ca ag	CHRM4 antagonist	M1 PAM parental	CHRM5 PAM	CHRM4 agonist	M5 antag	CHRM4 PAM	M5 ag	CHO-K1 Ca antag
CCCCc1ccc(S(=O)(=O)N2CCN(C(=O)c3ccco3)CC2)cc1	8.2	5	-4	-13	4	11	-15	5	2
CC(C)C(N)c1csc(Nc2nncc3ccccc23)n1 (centres undefined)	0.8	5	-2	2	4	-3	2	2	6
Cc1cc(/C=N/n2cnnc2)c(C)n1-c1cccc(C(=O)O)c1	0.5	0	-1	-1	1	-3	5	0	-15
COC(=O)c1c(NC(=O)c2cccnc2)sc(C)c1C	0.4	-2	16	1	2	-2	18	-3	-9
CS(=O)(=O)c1ccc(NC(=O)c2ccccc2-n2cnnn2)cc1	0.6	-2	13	0	0	12	2	3	-10
Cc1ccnc(NC(=O)Cc2ccc(F)cc2)n1	0.1	3	-4	2	0	-3	-5	-1	-4
CC(=O)c1c(O)c2cccc3c2n(c1=O)CCC3	0.4	5	-4	-5	-1	12	-4	-6	1
O=C(Nc1cc(Cl)ccc1-n1cncn1)c1cc(F)cc(F)c1	1.2	0	21	7	0	2	7	-2	-10
Cc1cc(NC(=O)CCCn2cc([N+](=O)[O-])cn2)n(Cc2ccc(F)cc2)n1	1.9	-2	-9	-3	6	3	7	1	-17
CCC1CCc2sc(C(=O)NNC(=S)NCC3CCCO3)cc2C1 (centres undefined)	0.2	-6	2	3	2	-1	9	1	7
O=C(CSCc1cccc(Br)c1)NC1CC1	0.1	0	10	4	2	6	8	-2	1
Cn1nc(C(C)(C)C)cc1C(=O)N1CCC(C)(C(=O)NS(=O)(=O)C2CC2)C1 (centres undefined)	0.0	-5	12	-1	1	-1	8	0	-9
O=C(Cc1ccccc1)c1nc2ccccc2s1	0.2	1	17	1	-1	0	2	-1	3
CCn1c(=O)c2ccccc2n2c(SCC(N)=O)nnc12	0.2	1	-2	5	0	11	-5	-6	6
Cc1ncoc1C(=O)N1CCCC(C(=O)c2cccc(C(F)(F)F)c2)C1 (centres undefined)	0.3	-1	-17	5	1	-4	2	2	11
CCOc1cc(CN2CCOCC2)cc(C(C)=O)c1	0.1	7	13	2	1	-8	20	-3	-7
CC(=O)c1c(C)nc(-c2ccc(Cl)cc2)nc1N	3.3	1	19	-7	2	4	-4	-2	-6
CCCCCCCCC#Cc1nc(C)ccc1OC	-0.2	-10	4	-2	0	1	1	1	13
c1ccc(-c2nnc(-c3ccccn3)nc2NC2CCCCC2)cc1	1.5	6	-4	-4	2	19	-4	-9	10
Cc1ccc(Oc2ncnc(N)c2[N+](=O)[O-])cc1C	1.3	-7	7	0	1	10	8	-9	-16
Cc1ccc(C)c(N2CCN(CC3CC=CCC3)CC2)c1 (centres undefined)	0.2	-8	29	-22	3	7	-17	-7	-27
CCOc1ccc(NC(=O)CN(C)C(=O)c2ccc3c(c2)S(=O)(=O)N=C2CCCCCN23)cc1OCC	0.1	12	12	3	0	5	-3	-2	-12
Cc1cccc2[nH]c(SCC(=O)O)nc12	0.8	-3	5	-8	2	11	5	-3	11
CN(c1ccccc1)S(=O)(=O)c1cccc(NC(=O)c2nn(C)c(=O)c3ccccc23)c1	7.6	13	16	-47	16	12	-12	-6	-22
Cc1cc(NC(=O)COC(=O)[C@@H](NS(=O)(=O)c2ccccc2)C(C)C)no1	2.1	6	32	-1	2	5	-1	-2	-21

Part of the list above, limited to CHRM5 PAM and CHO-K1 Ca ag:
| molecule | CHRM5 PAM | CHO-K1 Ca ag |
| --- | --- | --- |
| CC(=O)c1c(C)nc(-c2ccc(Cl)cc2)nc1N | -7 | 3.3 |
| CCCCCCCCC#Cc1nc(C)ccc1OC | -2 | -0.2 |
| c1ccc(-c2nnc(-c3ccccn3)nc2NC2CCCCC2)cc1 | -4 | 1.5 |
| Cc1ccc(Oc2ncnc(N)c2[N+](=O)[O-])cc1C | 0 | 1.3 |

(listing goes on)
SMILES	CHO-K1 Ca ag	CHRM4 antagonist	M1 PAM parental	CHRM5 PAM	CHRM4 agonist	M5 antag	CHRM4 PAM	M5 ag	CHO-K1 Ca antag
Clc1cccc(/C=N/N2CCN(Cc3ccccc3)CC2)c1	0.8	-25	-8	12	0	-7	-1	2	4
COc1ccc(Cl)cc1-n1c(C)cc(C=O)c1C	1.1	1	13	0	0	9	0	-4	-13
CC(C)COC(=O)C(N)C(C(=O)OCC(C)C)c1ccccc1 (centres undefined)	1.5	7	8	-12	1	1	6	-1	-1
C[C@H]1CCC[C@]2(C)C[C@H]3OC(=O)C(CN4CCCCCC4)[C@H]3C=C12 (some centres undefined)	0.5	-10	3	1	1	2	4	-4	-5
COC(=O)c1sccc1NC(=O)CC1C(=O)NCCN1C(=O)c1ccccc1 (centres undefined)	0.9	3	-9	0	1	9	-18	0	-3
O=C(NCc1ccc2c(c1)OCO2)c1ccc2c(c1)N(Cc1c(F)cccc1Cl)C(=O)CS2	-0.2	17	4	-8	0	4	-14	-7	4
O=C(CSc1n[nH]c(-c2cccnc2)n1)Nc1ccc([N+](=O)[O-])cc1Br	1.9	-7	-6	-4	4	15	-7	-1	10
Cc1ccc(S(=O)(=O)Nc2ccc(F)c(F)c2O)cc1	.	3	.	-13	17	7	-12	4	.
COc1cccc2c(SCC(=O)N/N=C/c3ccc(O)cc3O)cc(C)nc12	0.5	2	25	1	0	3	5	-3	-2
CNc1c(N=Cc2cccnc2)c(=O)n(C)c(=O)n1C	-0.2	-6	-7	-2	0	1	7	0	5
CCOc1ccc(CNC(=O)CCc2cn(Cc3ccccc3)c3ccccc23)cc1	0.2	0	12	-6	-1	5	-4	-1	1
COc1cc(NC(=O)CN(c2ccc(C)cc2)S(=O)(=O)c2c(C)noc2C)cc(OC)c1	5.7	2	3	-5	5	10	-8	-3	-12
CCOc1ccc(CCNC(=O)Cn2c(=O)oc3ccccc32)cc1OCC	0.2	4	12	0	9	3	6	2	-12
Cc1cc(C)c2c(CN3CCN(Cc4ccc5c(c4)OCO5)CC3)cc(=O)oc2c1	0.7	11	18	-6	4	1	-14	-11	-10
COc1ccc(/C=C2\CCCC3C2=NN(C(=O)COC(=O)CNC(=O)c2ccccc2)C3c2ccc(OC)cc2)cc1 (centres undefined)	0.1	-16	11	-2	2	0	6	-1	-6
Cc1cccn2c(=O)c3cc(C#N)c(=NC(=O)c4cccs4)n(CC(C)C)c3nc12	0.8	11	-13	3	-1	4	-2	-1	10
Cn1c(SCC(=O)NC2CCCCC2)nc2c(c1=O)SCC2	1.6	3	9	0	1	5	-1	1	-11
CCCNC(=O)COc1cccc(C(=O)NCc2ccccc2)c1	0.3	-6	-11	5	2	-6	6	1	13
CN(C)S(=O)(=O)c1ccc2c(c1)nc(CCC(=O)NCCc1ccc(Cl)cc1)n2C	2.5	6	17	1	3	4	-2	-6	-10
CCOc1ccc(CC(=O)N2N=C(C)CC2(O)C(F)(F)F)cc1 (centres undefined)	-0.8	2	-7	-4	1	4	-2	-2	4
COc1ccc2oc(C(=O)OCC(=O)NC3CC3)c(C)c2c1	1.2	-3	-6	-1	2	10	2	-4	5
CCOCCCNC(=O)C(NC(=O)c1ccccc1O)c1ccccc1 (centres undefined)	0.0	-2	1	18	1	-5	9	0	3
COc1ccc(-c2cn3cccc(C)c3n2)cc1F	0.6	-8	23	3	1	-4	6	-5	-4
